# Assay outcomes from PubChem BioAssay.
# SRC1 inh: inhibits human SRC1 coactivator. AID 588354. HEK293 GAL4-SRC1 luciferase reporter, luminescence. inhibition, % at 3.6 µM. 0.12% of 360,000 active;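 active = inhibition above the campaign mean plus 3 SD, with each screening campaign given its own cutoff, cut at about 60% in these data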;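 note: 0% = DMSO treated cells and 100% = gossypol at 36 µM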
# NR2F2 inh: inhibitors of human COUP-TFII (NR2F2); P24468; HEK293T NGFI-A luciferase reporter, luminescence; inhibition, % at 8.6 µM; 0.7% of 370,000 active; AID 686940;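 active = inhibition above a per-plate cutoff, mean inhibition of test wells between control levels plus 3 SD, cut at about 38% in these data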;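 note: cells cotransfected with COUP-TFII expression vector driving the NGFI-A reporter; 0% = median of COUP-TF2 test wells and 100% = reporter-only cells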
# NCOA3 inh: inhibits human SRC3 coactivator; Q9Y6Q9; HEK293 GAL4-SRC3 luciferase reporter, luminescence; inhibition, % at 3.6 µM; 0.17% of 360,000 active;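 active = inhibition above a per-campaign cutoff, the mean of all compounds plus 3 SD, cut at about 60% in these data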;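 note: 0% = DMSO-treated cells and 100% = gossypol-treated cells at 36 µM; higher means less SRC3-driven luciferase light from the GAL4 reporter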
# TROY NFkB inh: blocks TROY-dependent signaling in reporter cells; Q293 LMP1-TROYcd NF-kB luciferase reporter, 4 h; inhibition, % at 10 µM; 0.98% of 360,000 active;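 active = compounds whose plate-normalised and pattern-corrected inhibition of the luciferase reporter signal at the single screening dose is 50% or more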
# LRH-1 inv ag: suppresses constitutive activity of human LRH-1. AID 602396. O00482. inhibition, % at 3.6 µM. 0.13% of 360,000 active. HEK293T StAR-luciferase reporter, LRH-1 transfected, 24 h;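 active = inhibition above the mean inhibition of all tested compounds plus 3 SD, cut at about 73% in these data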;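 note: 0% = DMSO wells and 100% = reporter-only cells lacking LRH-1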
# ABHD5-PLIN5 inh: inhibitors of human ABHD5-perilipin-5 interaction; Split G. princeps luciferase complementation, luminescence, 4 h; AID 602281; inhibition, % at 4 µM; Q00G26+Q8WTS1; 0.78% of 360,000 active;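 active = inhibition above the mean inhibition across every tested compound plus 3 SD, cut at about 22% in these data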;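 note: 0% = DMSO only wells and the 100% control is not disclosed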
# TLR9-MyD88 block: TLR9-MyD88 interaction inhibition. 0.21% of 340,000 active. CHO BLA complementation TLR9-MyD88, CCF4 FRET ratio. Q9NR96+Q99836. AID 504734. inhibition, % at 4.98 µM;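 active = inhibition above the mean over all tested compounds plus 3 SD, cut at about 21% in these data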;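 note: 0% = DMSO only wells and 100% = clavulanate BLA inhibitor control wells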
# Granule exo inh: blocks lytic granule exocytosis | 0.66% of 360,000 active | TALL-104 LAMP-1 surface exposure, flow cytometry; cells stimulated with thapsigargin and PMA | inhibition, % at 10 µM;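 active = inhibition above about 55%, limit read from the data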
# SRC2 inh: human SRC2 (NCOA2) inhibition. Q15596. 0.17% of 370,000 active. inhibition, % at 9 µM. AID 651957. HEK293 GAL4-SRC2 luciferase reporter, luminescence;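 active = inhibition above the mean inhibition of all tested compounds plus 3 SD, set per campaign, cut at about 52% in these data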;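 note: 0% = DMSO treated cells and 100% = cells given Gossypol at 36 µM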
# Target sequence (Q15596 whole entry, looked up, the tested form may be a part): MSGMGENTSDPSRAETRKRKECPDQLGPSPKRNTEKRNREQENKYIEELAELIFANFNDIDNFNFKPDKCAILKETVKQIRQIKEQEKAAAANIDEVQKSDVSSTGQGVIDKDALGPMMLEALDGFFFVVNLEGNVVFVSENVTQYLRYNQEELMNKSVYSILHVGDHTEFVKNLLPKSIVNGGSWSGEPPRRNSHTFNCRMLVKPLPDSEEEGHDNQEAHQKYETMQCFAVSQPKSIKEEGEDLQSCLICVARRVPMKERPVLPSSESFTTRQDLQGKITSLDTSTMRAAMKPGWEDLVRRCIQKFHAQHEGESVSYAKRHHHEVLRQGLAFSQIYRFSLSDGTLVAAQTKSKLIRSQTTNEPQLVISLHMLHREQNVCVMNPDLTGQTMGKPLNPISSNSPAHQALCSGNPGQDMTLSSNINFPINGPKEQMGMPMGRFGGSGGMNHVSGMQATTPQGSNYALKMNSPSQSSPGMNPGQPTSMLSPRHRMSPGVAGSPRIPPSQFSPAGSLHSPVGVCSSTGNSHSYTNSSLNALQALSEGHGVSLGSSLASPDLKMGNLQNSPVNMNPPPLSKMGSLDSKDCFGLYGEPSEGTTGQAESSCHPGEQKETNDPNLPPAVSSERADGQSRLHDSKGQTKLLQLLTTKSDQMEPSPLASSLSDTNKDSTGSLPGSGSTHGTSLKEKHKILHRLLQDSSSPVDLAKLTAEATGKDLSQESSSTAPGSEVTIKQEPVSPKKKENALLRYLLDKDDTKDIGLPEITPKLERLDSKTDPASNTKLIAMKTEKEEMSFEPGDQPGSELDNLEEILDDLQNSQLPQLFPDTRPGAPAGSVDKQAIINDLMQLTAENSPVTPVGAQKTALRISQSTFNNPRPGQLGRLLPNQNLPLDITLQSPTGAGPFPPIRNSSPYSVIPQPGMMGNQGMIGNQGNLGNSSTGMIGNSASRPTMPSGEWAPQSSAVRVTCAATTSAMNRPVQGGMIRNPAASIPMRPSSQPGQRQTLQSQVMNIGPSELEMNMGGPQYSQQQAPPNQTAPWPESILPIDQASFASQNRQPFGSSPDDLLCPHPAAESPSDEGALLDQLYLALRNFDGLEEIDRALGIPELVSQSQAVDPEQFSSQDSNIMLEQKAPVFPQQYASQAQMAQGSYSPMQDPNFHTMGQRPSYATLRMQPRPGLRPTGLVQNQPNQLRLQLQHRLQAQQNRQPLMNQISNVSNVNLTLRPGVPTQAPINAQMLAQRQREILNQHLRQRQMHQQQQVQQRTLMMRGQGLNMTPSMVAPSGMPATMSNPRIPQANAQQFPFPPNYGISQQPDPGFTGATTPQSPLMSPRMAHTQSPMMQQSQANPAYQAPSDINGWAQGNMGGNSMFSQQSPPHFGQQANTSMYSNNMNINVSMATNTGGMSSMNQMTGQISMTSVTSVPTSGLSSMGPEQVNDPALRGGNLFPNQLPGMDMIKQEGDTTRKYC
# NOD2-RIPK2 inh: inhibitors of human NOD2-RIPK2 interaction; O43353; CHO BLA complementation NOD2-RIPK2, CCF4 ratio; inhibition, % at 4.98 µM; 0.38% of 360,000 active; AID 624267; in the data active = inhibition above about 21%;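 note: 0% = vehicle only and 100% = reference blocker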
# TWEAK Fn14 block: inhibitors of TWEAK-Fn14 interaction signaling; TWEAK-stimulated Fn14 reporter cells, luciferase luminescence, 8 h; inhibition, % at 10 µM; 2% of 360,000 active; AID 1159606; in the data active = inhibition above about 50%
# An asterisk follows results filed as active; x = not tested or not shown; & = joins results of further samples.
Compound,SRC1 inh,NR2F2 inh,NCOA3 inh,TROY NFkB inh,LRH-1 inv ag,ABHD5-PLIN5 inh,TLR9-MyD88 block,Granule exo inh,SRC2 inh,NOD2-RIPK2 inh,TWEAK Fn14 block
COc1ccc(S(N)(=O)=O)cc1C(=O)N(C)CC(=O)Nc1ccc(N2CCOCC2)cc1,0,13,-11,-2,7,1,-5,-4,-1,-1,5
COCC(=O)N(CCc1ccc(OC)c(OC)c1)Cc1cc2cc(C)ccc2nc1Cl,-10,16,10,5,-1,3,-7,-1,-13,-1,8
O=C(CSc1nnc(SCc2cccc3ccccc23)s1)N/N=C/C=C/c1ccccc1[N+](=O)[O-],0,-18,6,-45,3,2,-2,-1,-56,-16,-31
Fc1ccccc1/C=C/c1ccc2ccccc2n1,-93,-48,-45,59*,-106,-12,-4,-2,-46,-12,89*
Cc1sc2nc(-c3ccccc3F)oc(=O)c2c1C,-4,-8,-2,-37,-14,-6,-1,-2,-1,6,-27
O=C1Nc2ccccc2/C1=C/C(=O)c1cccs1,-2,2,15,17,-12,32*,-3,1,-12,13,20
CCCC(C)n1[nH]c(=O)cc1N (stereo unspecified),-2,14,10,-20,23,3,-1,-7,-1,1,-11
CCOC(=O)N1CCN(S(=O)(=O)c2ccc([N+](=O)[O-])cc2)CC1,-18,1,13,-6,12,3,-8,1,17,5,0
Cc1ccc(C)c(N(CC(=O)NC2CCCC2)C(=O)c2oc(C(C)(C)C)cc2C)c1,11,23,13,0,11,-4,5,2,28,2,13
COc1cc2c(cc1OC)CN(C(=O)COc1ccccc1[N+](=O)[O-])CC2,-8,1,-12,8,15,0,6,-4,-9,2,-10
CCc1n[nH]c(=O)c2cc3cc(OC)ccc3n12,-18,-12,-16,18,9,0,-7,-8,-4,0,-11
COc1cc(/C=C/C(=O)OCC(=O)N2CCN(S(=O)(=O)c3ccc(C)cc3C)CC2)cc(Cl)c1OC,-28,6,1,16,-11,-4,-3,-3,9,-6,0
O=C(CSCC(=O)Nc1ccccc1)N/N=C/c1c(O)ccc2ccccc12,33,8,59,6,58,3,-14,2,41,5,12
O=C(CCc1nnc2ccc(N3CCC4(CC3)OCCO4)nn12)Nc1ccc(F)cc1,6,12,-7,-15,-9,-2,-3,-1,-7,-2,-18
COc1ccc(-c2ccc(=O)n(CC(=O)Nc3ccc4c(c3)OCCO4)n2)cc1,6,12,2,1,5,2,8,0,-19,0,12
CCc1ccc(C(=O)Nc2ccc(OC)c(S(=O)(=O)N3CCOCC3)c2)cc1,5,15,25,4,-1,2,0,-4,-19,6,29
COc1ccc(C(Nc2cc(C)ccn2)c2ccc3ccc(C)nc3c2O)cc1 (stereo unspecified),4,15,4,0,12,9,9,5,1,11,-4
CC(C)(C)C(=O)N/C(N)=N/c1nc2ccccc2o1,-101,-32,-109,-25,-143,-3,3,-1,-50,-19,21
O=C(O)c1cc(S(=O)(=O)Nc2ccc(OCc3ccccc3)cc2)ccc1Br,-19,-3,-11,-26,-16,-2,4,-1,-8,-6,-34
CCCCn1c(=NC(=O)c2cccnc2)c(C(=O)OCC)cc2c(=O)n3ccccc3nc21,-18,-7,19,0,9,-5,6,-2,-6,-4,-9
Cc1n[nH]c(C)c1S(=O)(=O)N1CCC(C(=O)N2CCn3c2nc2ccccc23)CC1,-3,-4,-10,-15,2,6,-25,-1,-18,0,-19
N#CCCn1cc(/C=C/C(=O)O)c(-c2ccc(F)cc2)n1,2,-16,-4,1,2,-6,7,0,-29,-3,5
CCCCN(C)c1ccc([N+](=O)[O-])cc1,-5,-4,19,-17,11,-4,-2,-4,22,0,7
CC1(C)Cc2c(cnn2-c2ccc(F)cc2)C(NC(=O)c2cnccn2)C1 (stereo unspecified),5,9,15,10,0,-5,3,2,-11,-4,18
O=C(NCc1ccccc1)c1ccc(OCC2CCCO2)cc1 (stereo unspecified),-22,-14,3,-11,-10,-7,-4,2,-8,3,2

# Further entries:
Compound,SRC1 inh,NR2F2 inh,NCOA3 inh,TROY NFkB inh,LRH-1 inv ag,ABHD5-PLIN5 inh,TLR9-MyD88 block,Granule exo inh,SRC2 inh,NOD2-RIPK2 inh,TWEAK Fn14 block
C=CCC(CC=C)(C(=O)O)c1ccccc1,1,-7,9,-16,1,4,-1,-4,-10,-5,0
Cc1ccc(NC(=O)CN(c2ccc(C)cc2)S(=O)(=O)c2cccc3nonc23)cc1,1,12,29,8,1,-2,3,-4,9,-2,25
Cn1c(=O)c(C(=O)NNC(=O)c2ccccc2Br)c(O)c2ccccc21,-11,-6,0,27,-3,3,-7,-2,25,0,10
O=C(CN(Cc1ccccc1)S(=O)(=O)c1ccc(Cl)cc1)NCC1CCCO1 (stereo unspecified),-2,15,-4,2,4,-4,-4,20,4,-3,-6
CCN1CCCC1CNCc1cccc(OC)c1OCc1ccc(F)cc1 (stereo unspecified),2,-12,11,-6,-5,3,8,0,6,-10,1
CCOC(=O)Cc1csc(NC(=O)COc2ccc3ccccc3c2)n1,-6,4,10,15,8,-11,10,-2,2,3,14
CC(Sc1nc2c([nH]c3ccccc32)c(=O)n1C)c1ccccc1 (stereo unspecified),-1,-24,-2,-8,-9,4,3,3,-18,-11,18
Cc1ccc(C(=O)COc2cccc(NC(=O)c3ccco3)c2)cc1,-12,-12,18,-6,-15,-1,2,-1,-24,-10,-6
COc1cc(CC(=O)N(C)CC(=O)Nc2ccc(Cl)c(C(F)(F)F)c2)cc(OC)c1OC,13,16,-3,-1,1,5,5,15,6,0,0
CCOc1ccc(CCNS(=O)(=O)c2cn(C)cn2)cc1OCC,-6,12,5,5,-13,-11,-10,-10,-20,7,3
CCOC(=O)c1[nH]c2ccc(Cl)cc2c1-c1ccccc1,12,0,-8,3,4,-3,-4,-1,-31,-1,7
CC(=O)c1ccc(S(=O)(=O)N2CCC(Oc3ccc(-n4cnnn4)cc3)CC2)cc1,-10,-26,3,-17,-6,-5,-3,-5,8,8,-28
COc1ccc(C(=O)CN2C(=O)c3ccccc3S2(=O)=O)cc1Br,-4,10,-8,35,23,-1,0,21,21,1,62*
COc1cccc(NC(=O)C2CCN(c3ncccn3)CC2)c1,-24,-6,-21,-11,-16,0,-2,-2,-2,-6,-22
O=C(COc1ccc2ccccc2c1)N1c2ccccc2Sc2ccccc21,5,12,-9,11,5,1,-1,-1,-2,-2,-4
Cc1cnc(NC(=O)CN2C(=O)C3CC=CCC3C2=O)s1 (stereo unspecified),-5,4,-11,9,-1,-3,3,0,-6,-2,-6
Nc1ncnc2nc(SCCc3ccccc3)[nH]c12,-26,0,-10,11,-18,-9,-1,-3,-15,-5,1
Cc1nn(CC(=O)NCCN2CCOCC2)c(=O)c2ccccc12,-12,-13,-5,1,0,-2,3,12,-33,-1,-9
Cc1ccsc1/C=N\NC(=O)c1ccc2c(c1)OCO2,-129,-43,-94,-15,-122,-2,3,-4,-57,4,21
O=C1NC(=Nc2cccc(O)c2)S/C1=C\c1cccnc1,-24,-17,17,-31,4,9,-3,-1,-15,8,0
Cc1ccc(N2C(=O)CC(N3CCN(c4ccc(F)cc4)CC3)C2=O)c(C)c1 (stereo unspecified),-2,9,-6,-11,0,-9,-8,-3,14,-9,4
Cc1cccc2sc(N(CCN(C)C)C(=O)C3CCN(S(=O)(=O)c4cccs4)CC3)nc12,-6,18,13,-28,6,13,8,21,-13,-5,-11
Cc1ccc(-c2noc(-c3ccccc3C(=O)N3CCOCC3)n2)cc1,-10,-3,12,3,5,6,4,4,-25,-8,3
Cn1c(SCC(N)=O)nnc1-c1ccc(C(C)(C)C)cc1,7,5,16,-7,11,-3,-11,2,-27,-3,0
C#CCNC(=O)C1=C[C@H](C2CCCCC2)[C@@H](CCCO)[C@H](OCC)O1,13,8,13,-16,4,101*,1,43,3,-11,-4

# Later entries:
Compound,SRC1 inh,NR2F2 inh,NCOA3 inh,TROY NFkB inh,LRH-1 inv ag,ABHD5-PLIN5 inh,TLR9-MyD88 block,Granule exo inh,SRC2 inh,NOD2-RIPK2 inh,TWEAK Fn14 block
Cc1ccccc1N1CCN(C(=O)c2ccc(Oc3ccc(C(F)(F)F)cn3)cc2)CC1,19,24,12,30,9,-12,-1,1,-6,-2,28
COc1ccc(CC(N)c2csc(NC(=O)CCc3ccccc3)n2)cc1 (stereo unspecified),6,-1,0,27,-10,-13,x,7,11,4,7
CCOC(=O)CSc1nnc2n1C(C)(C)Cc1ccccc1-2,4,-9,-3,-2,16,4,7,3,-9,-8,-2
NC(=O)c1cc(Cl)cn(-c2ccccc2)c1=O,-4,-3,17,-18,7,2,-9,-7,-8,-27,-9
O=C(COC(=O)Cc1n[nH]c(=O)c2ccccc12)Nc1c(Cl)cccc1C(F)(F)F,-3,-9,-24,-7,-13,7,-3,0,15,-2,-11
COCCn1c(SCC(=O)NNC(=O)c2ccccc2)nc2ccccc21,-4,5,-23,13,16,-8,3,14,19,-2,-5
CCCCNc1c(-c2ccc(OC)c(SC(C)CC)c2)nc2cc(C)ccn12 (stereo unspecified),-4,-6&-3,7,-25&-17,-5&-4,14&-4,-1,-1&55,-10&-30,1&-7,1&9
CC(C)CN(C(=O)Cn1c(C(F)(F)F)nc2ccccc21)C1CCS(=O)(=O)C1 (stereo unspecified),-13,-8,-35,-8,-10,-3,-3,3,-4,-1,1
O=C(CSc1nnc(-c2ccc(F)cc2)o1)NC1CCCCC1,13,-3,0,3,3,1,7,-3,20,1,18
c1ccc2c(c1)nnn2Cc1nnc2sc(-c3ccncc3)nn12,19,-10,23,21,6,-3,0,3,-2,-6,14
Cc1ccc(CNS(=O)(=O)c2ccc(C(F)(F)F)cc2)n1C,-62,3,10,11,-3,10,x,-8,-7,-10,-1
Cc1ccc(NC(=O)COC(=O)c2nn(-c3ccc(Cl)cc3)cc2O)cc1,7,-15,-3,-6,-3,-7,0,0,12,0,1
O=S(=O)(c1ccccc1)N1CCN(CCO)CC1,19,-13,-36,11,8,3,-1,-2,-21,5,0
Cc1ccc(-c2nn(-c3ccc(F)cc3)cc2C(=O)N(C)CC(=O)Nc2ccc(N3CCOCC3)cc2)cc1,-3,-15,-37,-13,-11,9,4,6,10,-7,-4
CCN(CC(=O)NCc1ccc(Cl)cc1)C(=O)/C=C/c1ccco1,-1,26,7,6,4,10,3,11,-56,10,1
Cc1nc(Sc2ccc(Cl)cc2)c(C#N)c(C)c1[N+](=O)[O-],-2,-11,25,33,-28,-7,-5,-9,5,-1,40
O=C(O)c1ccc2ncc(NC(=O)c3ccc(F)cc3)c(=O)n2c1,9,9,7,-11,-15,1,15,-2,-16,3,-5
O=C(Cn1cc([N+](=O)[O-])ccc1=O)Nc1ccc2c(c1)OCO2,-4,-4,-4,-2,3,7,-11,-5,7,-16,2
O=C(Nc1ccc(F)cc1)c1ccccc1S(=O)(=O)c1ccccc1[N+](=O)[O-],8,0,19,-10,1,-2,2,-1,-23,-20,19

# A second format for part of the listing above.
# Order of results – SRC1 inh, NR2F2 inh, NCOA3 inh, TROY NFkB inh, LRH-1 inv ag, ABHD5-PLIN5 inh, TLR9-MyD88 block, Granule exo inh, SRC2 inh, NOD2-RIPK2 inh, TWEAK Fn14 block
Cc1ccccc1N1CCN(C(=O)c2ccc(Oc3ccc(C(F)(F)F)cn3)cc2)CC1
→ 19, 24, 12, 30, 9, -12, -1, 1, -6, -2, 28
CCN(CC(=O)NCc1ccc(Cl)cc1)C(=O)/C=C/c1ccco1
→ -1, 26, 7, 6, 4, 10, 3, 11, -56, 10, 1

# These rows are one share of the data (hit frequency here may not be typical).
